KDM5B inh: blocks human KDM5B histone demethylase activity; AID 1347165; hit rate 2.6% among 220,000; Potency, µM (highest dose often 57.7 µM), without a hit: at the highest dose activity change, negative = inhibition, actives largely listed as inhibitors; KDM5B demethylase, FDH-coupled NADH fluorescence (FDH is formaldehyde dehydrogenase); active = well fitted inhibition curve with a large enough effect; inconclusive = small, poorly fitted or top-dose-only effect; inactive = no such curve, though single readings can be large or run the other way; note: 0% is about no effect; nearly all actives have a fitted effect of over 70% in size
Target sequence (Q9UGL1 whole entry, looked up): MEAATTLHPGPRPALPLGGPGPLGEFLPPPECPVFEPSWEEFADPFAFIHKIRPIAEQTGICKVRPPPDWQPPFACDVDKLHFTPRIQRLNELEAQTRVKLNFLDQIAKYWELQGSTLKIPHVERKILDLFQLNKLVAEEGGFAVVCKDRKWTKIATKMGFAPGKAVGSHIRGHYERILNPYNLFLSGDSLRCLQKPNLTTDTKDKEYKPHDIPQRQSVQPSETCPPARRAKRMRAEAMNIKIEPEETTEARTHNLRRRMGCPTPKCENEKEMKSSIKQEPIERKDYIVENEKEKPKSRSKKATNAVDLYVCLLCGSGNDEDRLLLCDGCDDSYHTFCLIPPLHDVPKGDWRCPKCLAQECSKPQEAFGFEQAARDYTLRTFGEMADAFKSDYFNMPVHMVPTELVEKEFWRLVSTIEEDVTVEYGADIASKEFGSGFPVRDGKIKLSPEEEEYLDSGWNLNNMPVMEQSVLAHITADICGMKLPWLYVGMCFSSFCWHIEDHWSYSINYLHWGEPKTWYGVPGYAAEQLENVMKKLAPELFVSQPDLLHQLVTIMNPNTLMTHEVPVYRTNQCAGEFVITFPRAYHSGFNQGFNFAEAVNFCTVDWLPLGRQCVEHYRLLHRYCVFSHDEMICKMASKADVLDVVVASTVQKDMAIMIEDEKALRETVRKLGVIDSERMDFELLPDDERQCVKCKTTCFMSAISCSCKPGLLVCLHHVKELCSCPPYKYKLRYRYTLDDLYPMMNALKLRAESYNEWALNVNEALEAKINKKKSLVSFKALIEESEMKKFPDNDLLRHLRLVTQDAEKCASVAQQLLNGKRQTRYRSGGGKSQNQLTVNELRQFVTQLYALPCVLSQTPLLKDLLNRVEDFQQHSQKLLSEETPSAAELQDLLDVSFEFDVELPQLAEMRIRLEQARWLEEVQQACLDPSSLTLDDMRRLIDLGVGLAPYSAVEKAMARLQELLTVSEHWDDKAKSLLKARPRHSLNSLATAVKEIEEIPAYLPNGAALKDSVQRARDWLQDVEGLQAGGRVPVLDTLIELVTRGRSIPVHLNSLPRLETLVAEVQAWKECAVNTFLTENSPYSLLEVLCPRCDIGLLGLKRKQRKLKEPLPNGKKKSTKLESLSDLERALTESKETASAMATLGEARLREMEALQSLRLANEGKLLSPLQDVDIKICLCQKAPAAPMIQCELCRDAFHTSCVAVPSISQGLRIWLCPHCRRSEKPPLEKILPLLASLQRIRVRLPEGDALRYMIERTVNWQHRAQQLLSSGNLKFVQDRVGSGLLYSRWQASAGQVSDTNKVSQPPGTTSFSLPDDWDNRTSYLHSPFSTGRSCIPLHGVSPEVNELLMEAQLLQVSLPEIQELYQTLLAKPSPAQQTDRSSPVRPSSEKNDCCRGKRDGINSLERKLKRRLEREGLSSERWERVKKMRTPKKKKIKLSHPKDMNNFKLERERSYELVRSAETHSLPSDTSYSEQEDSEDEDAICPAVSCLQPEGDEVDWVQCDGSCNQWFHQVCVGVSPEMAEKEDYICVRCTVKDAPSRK
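Compound dilutions met 200 nM (final) KDM5BΔAP for 10 min at room temperature before substrate addition. The substrate mix held 12.5 µM H3K4me3 with cofactors 25 µM α-ketoglutarate and 50 µM Fe²⁺. NADH signal gain over 30 min defined activity.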
An asterisk follows results filed as active; ? = inconclusive; & = joins results of further samples; [ ] = dose if it differs, or a comment. Potency is the fitted concentration of half-maximal effect.

KDM5B inh | Structure
-35%[86.2 µM] | COC(=O)[C@H]1CN(C(=O)c2ccc(N(C)C)cc2)CCN1S(C)(=O)=O
? | Cc1ccc(-c2ocnc2C(=O)Nc2ccccc2NC(=O)c2ccccn2)cc1
-16% | Cc1nc(SCC(=O)Nc2ccc(C)c(Cl)c2)cc(-c2ccccc2)n1
6% | COc1cc(C(=O)NCc2n[nH]c(=O)c3ccccc23)cc(OC)c1OC
-7% | C#CCNC(=O)c1ccccc1NC(=O)c1nc(Cl)ccc1Cl
14% | COc1ccc(C(=O)NCC2c3cc(OC)c(OC)cc3CCN2C(=O)Nc2ccccc2F)cc1 (stereo unspecified)
8%&20% | COc1ccc(OC)c(CNC(=O)NCc2noc3ccc(C)cc23)c1
10% | CCCCn1c(CCNC(=O)c2ccc(F)cc2)nc2ccccc21
? | CSCC(=O)N[C@H]1CCN2C(=O)c3cc(-c4ccsc4)ccc3NC(=O)[C@H]12
-28% | CN1CCCN(C(=O)c2cc(F)ccc2F)c2ccccc21
32%[activator] | COc1ccc(C(C)=O)c(OCc2cc(Br)ccc2OC)c1
11% | CCOc1ccc(N2CC(C(=O)Nc3ccc(Cl)cn3)CC2=O)cc1 (stereo unspecified)
15% | OCC1CN(c2ccncn2)CC12CCN(C1CCSCC1)CC2 (stereo unspecified)
? | COc1ccc(CN2CCc3oc(C)c(C(=O)NCCN4CCCC4)c3C2)cc1
-4% | O=C(NC1CCN(Cc2ccccc2)CC1)c1cccc(C(F)(F)F)c1
18% | CCCCn1nnnc1CSc1nnc(-c2cccnc2)n1-c1ccccc1C
? | CCn1c(=O)c2cc(C(=O)N(C)c3cc(C)ccc3OC)sc2c2ccccc21
-8% | CCNC(=O)N1CCCC(n2c(C)cnc2C2CC2)C1 (stereo unspecified)
4% | CCCCN(CCCC)c1cc(F)nc(N)n1
? | O=C(Cn1nnnc1-c1ccc(Br)cc1)N1CCCCC1
-14% | COc1ccc(N2Cc3c(ncnc3N3CCN(c4ncccn4)CC3)N(C)CC2=O)cc1
? | COc1ccc(N2CC3CCC(C2)N3Cc2ccccc2)cc1
0%[86.2 µM] | COCCOc1ncccc1-c1noc([C@@H]2CCCN2Cc2cccc(C#N)c2)n1
10% | Cc1cc2c(cc1C)CSC(c1ccccc1)SC2
20% | COCCNS(=O)(=O)c1cccc2c1CN(C(=O)CCn1cncn1)CC2

Next compounds follow:
KDM5B inh | Structure
-21% | O=S1OCCSc2sc(=S)sc2SCCO1
-15% | CC(=O)c1ccc(NC(=O)C2CCC(CNS(=O)(=O)c3ccc(Br)s3)CC2)cc1 (stereo unspecified)
? | Cc1c(C(=O)O)sc2nc(/C=C/c3cccc(F)c3)[nH]c(=O)c12
-21% | Cc1ccccc1OCC(=O)c1ccc2c(c1)N(CC(=O)NCc1ccco1)C(=O)CO2
-22% | COc1ccc(CN(Cc2ccco2)c2cnc(S(C)(=O)=O)nc2C(=O)Nc2ccc(C)cc2C)cc1
-7% | Cc1nn(-c2ncccn2)c2c1C(c1ccc(OCC(N)=O)cc1)CC(=O)N2 (stereo unspecified)
-16% | COc1ccccc1NC(=O)c1oc2ccccc2c1NC(=O)Cc1ccccc1
30% | COc1ccc(C(=O)C(C)OC(=O)C23CC4CC(CC(Cl)(C4)C2)C3)c(OC)c1 (stereo unspecified)
-13% | Cc1nc(CCC(=O)N2CCCC(CCc3c(F)cccc3F)C2)n[nH]1 (stereo unspecified)
-11% | O=C(O)C(Br)Cc1ccc(Cl)cc1Cl (stereo unspecified)
-12% | Cc1cc(C)cc(NC(=O)c2cccc(N3C(=O)C4C5C=CC(C5)C4C3=O)c2)c1 (stereo unspecified)
-26% | CSc1ncc(C(=O)Nc2ccccc2C(=O)c2ccccc2)c(C)n1
-5% | COc1cc2nc(NC(=O)c3ccc(F)cc3)[nH]c(=O)c2cc1OC
-18% | O=C(CCS(=O)(=O)c1cc(Br)cc2c1N(C(=O)C1CC1)CC2)NCc1ccc(Cl)cc1
-15% | NC(=O)c1cccc(NS(=O)(=O)c2ccccc2[N+](=O)[O-])c1
-34% | C=CCN(CC=C)C(=O)C1CCCN(C2CCN(C3Cc4ccccc4C3)CC2)C1 (stereo unspecified)
-8% | COc1ccccc1N1C(=O)C(Cc2ccccc2)N=C1N1CCN(C)CC1 (stereo unspecified)
-11% | CCNC(=O)C1CCN(Cc2nc(-c3cccc(Oc4ccccc4)c3)oc2C)C1 (stereo unspecified)
-24% | CC1(CNC(=O)c2nccc3ccccc23)CCOCC1
-27% | COc1ccc(-c2cc(N3CCC(NC(=O)c4cc(OC)c(OC)c(OC)c4)C3)n[nH]2)cc1 (stereo unspecified)
16% | CCOc1cc(C(=O)Nc2ccc3c(c2)n(C)c(=O)c(=O)n3C)cc(OCC)c1OCC
24%[86.2 µM] | O=C(NCc1cccs1)C1CN(c2ccccc2)C(=O)N1 (stereo unspecified)
-10% | O=C(NCc1ccc2c(c1)OCO2)C1CCN(c2cn[nH]c(=O)c2)C1 (stereo unspecified)
? | CCCCn1c(=N)c(S(=O)(=O)c2ccc(C)cc2)cc2c(=O)n3cc(C)ccc3nc21
-3% | COc1cc(OC)cc(C(=O)NC2CCN(c3cc(C(F)(F)F)ncn3)CC2)c1

Brought forward from above: 5 entries, followed by the next part.
KDM5B inh | Structure
16% | CCOc1cc(C(=O)Nc2ccc3c(c2)n(C)c(=O)c(=O)n3C)cc(OCC)c1OCC
24%[86.2 µM] | O=C(NCc1cccs1)C1CN(c2ccccc2)C(=O)N1 (stereo unspecified)
-10% | O=C(NCc1ccc2c(c1)OCO2)C1CCN(c2cn[nH]c(=O)c2)C1 (stereo unspecified)
? | CCCCn1c(=N)c(S(=O)(=O)c2ccc(C)cc2)cc2c(=O)n3cc(C)ccc3nc21
-3% | COc1cc(OC)cc(C(=O)NC2CCN(c3cc(C(F)(F)F)ncn3)CC2)c1
-20% | Cc1ccc(C)c(N2CCN(CCCNC(=O)c3nnc(Cc4ccc(F)cc4Cl)o3)CC2)c1
16% | Cc1cc(C)c(C(=O)C(C)n2cnc3c2c(=O)n(C)c(=O)n3C)cc1C (stereo unspecified)
-3% | COc1ccc(CNC(=O)[C@H]2CCC[C@H]2NC(=O)c2cnc(C)cn2)c(OC)c1
-3% | O=C(c1cccs1)N(C1CCCCC1)C1CCCCC1
15% | Cc1ccc(NC(=O)NCc2nc(-c3ccccc3)oc2C)cc1C
-8% | Cc1cc(=O)oc2cc(OCC(=O)NCc3cccnc3)c(Cl)cc12
0% | COc1ccc(S(=O)(=O)c2c(O)c3ccc(C(=O)NCc4ccccc4)cc3[nH]c2=O)cc1
? | CCN1CCC2(CCC1=O)CN(C(=O)CCCc1cccs1)CCN2C (stereo unspecified)
-1% | COCCn1cnnc1SCc1csc(-c2cc(Br)ccc2OC)n1
-15%[86.2 µM] | c1ccc(-c2cc(CC3(NCc4ccc5c(c4)OCO5)COC3)no2)nc1
? | COc1ccc(-c2cc(N3CCCC(NC(=O)c4ccc(C(F)(F)F)cc4)C3)n[nH]2)cc1 (stereo unspecified)
-9% | Cc1ccc(-n2nnnc2C2(Nc3ccccc3)CCCCC2)cc1
56%[activator] | Cc1ccc(N2CN(CCCN3CCOCC3)Cn3c2nc(C)c(C)c3=O)cc1
40µM* | CCOc1nccn2c(-c3ccc(CNC(=O)c4ccnn4C)cc3)cnc12
? | CC(C)COC(=O)N1CCCn2nc(-c3nc4ccccc4n3C)cc2C1
? | COc1ccccc1Oc1c(C)oc2cc(OC(=O)C(C)(C)C)ccc2c1=O
? | Cc1ccc(CN(C(=O)c2ccc(C(N)=O)s2)C2CC2)o1
14% | C/C(=N/NC(=S)NC1CCCCC1)c1ccc(C)cc1
6% | Cc1noc(C)c1[S+](=O)([O-])N1CCC(c2nn(-c3ccc(F)cc3)c(=O)[nH]2)CC1
6% | CCOC(=O)c1[nH]ncc1C1CC(=O)Nc2n[nH]c(-c3ccccc3)c21 (stereo unspecified)
-23%[86.2 µM] | CC(C)(C)CC(=O)N[C@H]1C[C@@](O)(C(=O)NCC(N)=O)C[C@@H](O)[C@@H]1O
12% | COc1ccc(C)cc1NC(=O)C1CCN(S(=O)(=O)c2ccc3c(c2)CCCN3C(C)=O)CC1
-20% | CN(Cc1ccc2nsnc2c1)c1cc(C2CC(O)C2)ncn1 (stereo unspecified)
4% | Cn1c(Oc2cccc(Cl)c2)nc2c1c(=O)n(Cc1ccc(F)cc1)c(=O)n2C
7% | C#Cc1cccc(NC(=O)c2n[nH]c(=O)c3ccccc23)c1

Following part:
KDM5B inh | Structure
? | O=C(N[C@H]1CCN2C(=O)c3cc(-c4cccc(C(F)(F)F)c4)ccc3NC(=O)[C@H]12)C1CCCC1
-29% | O=C(O)C1C2C=CC(O2)C1C(=O)Nc1cc(OCC(F)(F)F)cc(OCC(F)(F)C(F)F)c1 (stereo unspecified)
18% | CNC(=O)c1ccc(NC(=O)CSc2ncc(-c3ccc(F)cc3)o2)cc1
10% | O=C(N[C@@H]1CCC[C@@H]1C(=O)N1CCN(c2ccccc2F)CC1)c1ccncc1
-29%[86.2 µM] | CN(C)c1cccc(Nc2cc3c(cn2)CN(Cc2ccccc2)CCN3)c1
-20% | CC(NC(=O)C1CCN(c2cc(C(F)(F)F)ncn2)CC1)c1ccc(F)cc1 (stereo unspecified)
12% | COc1cc(C(=O)Nc2ccccc2NS(C)(=O)=O)cc(OC)c1OC
-27% | CCN1CCC(N(Cc2cccs2)C(=O)Nc2cc(Cl)ccc2C(=O)OC)CC1
? | Cc1cccc(NC(=O)CSc2nc3ccccc3nc2N2CCC(C)CC2)c1
6% | Cc1ncsc1C(=O)N1CCCC(c2ccc(C(=O)O)cc2)C1 (stereo unspecified)
-81% | COc1ccc(S(=O)(=O)NCc2ccc3c(c2)CCN3C(=O)c2ccc(C)cc2)cc1Cl
10% | CC(=O)NS(=O)(=O)c1ccc(NC(=O)C2c3ccccc3Oc3ccccc32)cc1
? | COCCN1CCCC2(CCN(c3ccc4ccccc4n3)C2)C1=O (stereo unspecified)
? | Cc1cccnc1CNC[C@H]1O[C@@H]2C[C@@H](CC(=O)N3CCOCC3)O[C@@H]2[C@@H]1O
? | CC1(C)CCc2cc(-c3ccnc(=S)[nH]3)ccc2O1
-3% | Cc1c(Cl)cccc1NC(=O)Cn1nnc(-c2nc(-c3ccccc3)no2)c1N
-4% | CCN(CC)CCN(C(=O)c1ccc2c(c1)OCCO2)c1nc2cc3c(cc2s1)OCO3
? | COc1ccc2c(c1)c1c(c(=O)n(Cc3ccccc3)c(=O)n1Cc1cccc(Cl)c1)n2C
-21% | Cc1ccccc1NC(=O)Cn1c(=O)n(CCC(=O)NCc2ccc3c(c2)OCO3)c(=O)c2sccc21
? | CCN1CCN(c2ccc(N3CCN(S(=O)(=O)c4cccc(C)c4)CC3)nn2)CC1
-8% | NCCc1noc(Cc2ccccc2)n1
-1% | O=C(COc1ccc(F)cc1Cl)N1CCC(c2ccccc2)=N1
13% | CCCCN(CC)C(=O)c1cccc2c(C)c(C)[nH]c12
10% | CCCS(=O)(=O)NC1CCN(c2nc3ccccc3o2)CC1
10% | COc1ccccc1C(=O)COC(=O)Cc1coc2cc(C)ccc12

Reprinted from above for reference:
KDM5B inh | Structure
10% | CCCS(=O)(=O)NC1CCN(c2nc3ccccc3o2)CC1
10% | COc1ccccc1C(=O)COC(=O)Cc1coc2cc(C)ccc12

Retrieved by structure from the entries so far:
KDM5B inh | Structure
24%[86.2 µM] | O=C(NCc1cccs1)C1CN(c2ccccc2)C(=O)N1 (stereo unspecified)
7% | C#Cc1cccc(NC(=O)c2n[nH]c(=O)c3ccccc23)c1
? | Cc1c(C(=O)O)sc2nc(/C=C/c3cccc(F)c3)[nH]c(=O)c12
-20% | CN(Cc1ccc2nsnc2c1)c1cc(C2CC(O)C2)ncn1 (stereo unspecified)

Later entries.
KDM5B inh | Structure
-13% | CN(Cc1ccsc1)C(=O)CC1C=CCC1 (stereo unspecified)
32µM* | COc1cc(OC)cc(-c2nc(C3CC(=O)N(c4ccc(C)cc4)C3)no2)c1 (stereo unspecified)
-2% | Cc1ccc(-n2nnnc2SCC(=O)N(Cc2ccco2)C2=CCCCC2)cc1
? | Cc1cc(NC(=O)c2ccco2)c(=O)n(Cc2cccc(C(F)(F)F)c2)c1
-20% | CCCNC(=O)Cn1nc(-c2ccc(C)cc2)c2cnc3ccc(CC)cc3c21
-15%[86.2 µM] | Cc1cccc(CN2CC[C@@H]3OCC(=O)N(Cc4ccc(O)cc4)[C@H]3CC2)c1
? | COc1ccc(NC(=O)c2cc(S(=O)(=O)N3CCc4ccccc43)cn2C)cc1Cl
-8% | CC(C)CN(C(=O)CN(C)C(=O)Cc1cccc2ccccc12)c1c(N)n(CC(C)C)c(=O)[nH]c1=O
8% | CCc1c(C)sc(NC(=S)N2CCN(S(C)(=O)=O)CC2)c1C(=O)OC
3% | Cc1c(Cc2ccccc2)c(=O)oc2c(C)c(OCC(=O)NCCCO)ccc12
-27% | CCCCCCCCCCS(=O)(=O)N/N=C/c1ccccc1[N+](=O)[O-]
16%[86.2 µM] | O=C(C[C@@H]1CCNC[C@@H]1Cc1cc(CN2CCCCC2)on1)N1CCCCC1
-8% | COC(=O)c1cc(S(=O)(=O)N(C)CC(=O)N2CCN(c3ccc(Cl)cc3)CC2)cn1C
15%&0% | COc1ccc(S(=O)(=O)NC2(C(F)(F)F)NC(=O)N(CCc3ccc(OC)c(OC)c3)C2=O)cc1 (stereo unspecified)
? | Cc1ccccc1Nc1c(-c2cc(Br)ccc2F)nc2ccccn12
7% | CCOC(=O)c1cc(-c2ccc(S(=O)(=O)Nc3ccc(F)c(Cl)c3)s2)on1
15% | CCOc1cc(C2NC(=O)N(C)C(C)=C2C(=O)OC)cc(Br)c1O (stereo unspecified)

Compound activity deposited in PubChem by National Center for Advancing Translational Sciences (NCATS).

An excerpt (hit frequency here may not be typical).
